# GALK inh – inhibitors of human galactokinase | Purified GALK, Kinase-Glo residual ATP luminescence | Potency, µM (series often up to 57.5 µM), without a hit: at the highest dose activity change, negative = inhibition, actives largely listed as inhibitors | 0.007% of 270,000 active; further: potency means the concentration at half of the fitted maximal effect; on the % scale 0 is the no-effect control and ±100 the full control effect
#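 Luminescence from leftover ATP (Ultra-Glo luciferase/luciferin) served as read-out after a 1 h room-temperature reaction of 5 nM GALK with 35 uM ATP and 100 uM galactose.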
# USP2a block – inhibitors of human ubiquitin-specific protease USP2a | O75604 | USP2 core, Ub-CHOP2 coupled fluorogenic reporter, 485/531 | Potency, µM (titrated, usually from 38.3 µM), inactives show at the top dose activity change, negative = inhibition, usual class: inhibitors | 0.01% of 330,000 active | AID 463254;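 further: potency means the concentration at half of the fitted maximal effect; plate controls were DMSO wells for no effect and full inhibition by NEM control for full effect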
#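 Deubiquitinase activity read as fluorescence (485/531 nm) after Ub-CHOP2 cleavage activates the enterokinase reporter on its substrate; USP2 core 10nM, Ub-CHOP2 and substrate 25nM each, 30min compound preincubation then 60min RT; data normalized to NEM, curves fitted.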
# Menin MLL FP TR – inhibitors of human menin-MLL interaction, mutant MLL peptide; O00255; Menin + Texas Red MLL mutant peptide, fluorescence polarization; Potency, µM (highest dose often 61.6 µM), inactives show at the highest dose FP activity change, negative = inhibition, actives largely listed as inhibitors; 0.23% of 270,000 active; active means well fitted inhibition curve with a large enough effect in the polarisation, with a control signal flat, not every such curve was filed as active; inconclusive means small, poorly fitted or top-dose-only effect, or effect the other way, or a change in a side signal; inactive means no such curve, though single readings can be large or run the other way; the % refers to the polarisation; further: potency means the concentration at half of the fitted maximal effect; % of control where 0% means no effect; many of its hits are not listed in these tables
# ASM inhibitor – inhibitors of human secretory acid sphingomyelinase; Potency, µM (top dose mostly 57.5 µM), without a hit: at the highest dose activity change, negative = inhibition, hits mostly inhibitors; placental ASM, HMU-PC fluorogenic substrate, 60 min; 0.006% of 340,000 active; further: potency means the concentration at half of the fitted maximal effect
# Target sequence (P17405 47-631 limits assumed): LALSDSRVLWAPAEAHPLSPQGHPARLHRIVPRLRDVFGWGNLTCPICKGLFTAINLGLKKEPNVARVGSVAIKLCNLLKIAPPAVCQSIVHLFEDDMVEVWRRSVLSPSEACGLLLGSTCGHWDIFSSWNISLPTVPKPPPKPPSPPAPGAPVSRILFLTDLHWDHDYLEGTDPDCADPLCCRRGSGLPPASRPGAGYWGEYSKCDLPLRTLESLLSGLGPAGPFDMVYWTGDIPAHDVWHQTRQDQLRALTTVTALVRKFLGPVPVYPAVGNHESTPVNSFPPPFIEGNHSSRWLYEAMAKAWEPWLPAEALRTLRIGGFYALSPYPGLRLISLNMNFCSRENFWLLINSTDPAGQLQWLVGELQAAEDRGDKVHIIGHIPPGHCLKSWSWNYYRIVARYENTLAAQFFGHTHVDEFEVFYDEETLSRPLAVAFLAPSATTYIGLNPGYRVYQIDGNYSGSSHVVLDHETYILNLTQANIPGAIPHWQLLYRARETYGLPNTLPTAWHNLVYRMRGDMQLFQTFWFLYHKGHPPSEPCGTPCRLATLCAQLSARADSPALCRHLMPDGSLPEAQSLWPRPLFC
#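 Human placenta-derived ASM enzyme was preincubated with compound for 10 minutes at room temperature, then given fluorogenic substrate HMU-PC0 (9 uM final) for 60 minutes at 37 °C; a pH 10 stop preceded fluorescence reading at Ex 386/Em 447 nm.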
# hERG WT inh – blocks the wildtype human KCNH2 potassium channel | activity change, % at 1.84 µM | U2OS, BacMam KCNH2, thallium flux FluxOr; hits give low values | AID 720551 | 0.37% of 340,000 active;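 active means maximum activity change below -70%; inconclusive means maximum activity change between -70% and -50%; inactive means maximum activity change above -50%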; further: on the % scale 0 is the no-effect control and ±100 the full control effect
#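 U2OS cells transduced with wild-type KCNH2 virus are loaded with FluxOr dye for 45 min, and thallium flux is measured in kinetic reads before and after stimulation buffer. Rate constants are normalized to DMSO controls.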
# Chronic BCR inh – chronic active BCR signaling inhibition | ABC-DLBCL IkBa-CBG/CBR reporter, luminescence ratio, 4 h | Potency, µM (highest dose often 46.1 µM), for the others: at the top dose ratio change, negative = lower green/red ratio, hits mostly inhibitors | 0.05% of 340,000 active; active means well fitted inhibition curve with a large enough effect in the signal ratio, with a control signal flat, not every such curve was filed as active; inconclusive means small, poorly fitted or top-dose-only effect, or effect the other way, or a change in a side signal; the % refers to the signal ratio;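 further: potency means the concentration at half of the fitted maximal effect; plate controls were basal doxycycline-induced cells for no effect and cells given 10 µM MG132 for full effect; MG132 reads +100%, hits lower the ratio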
#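 Concentration-response series (up to 46 uM) were applied to TMD8 dual-reporter cells for 4 h at 37C with doxycycline. Green/red ratio, after filter-overlap correction, defined %Activity; red signal alone was normalised to basal cells and zero luminescence.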
# TSHR antag – human thyrotropin receptor antagonism | P16473 | TSHR-expressing cells, TSH-stimulated cAMP HTRF, 2 h; hits give low values | activity change, negative = inhibition, % at 11.5 µM | 0.2% of 330,000 active | AID 504810;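 active means activity change below a set negative limit, meaning inhibition stronger than a set level, cut at about -70% in these data; inconclusive means activity change between two set negative limits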; further: on the % scale 0 is the no-effect control and ±100 the full control effect
#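 TSHR-expressing cells, 200/well, pre-treated with compound, then stimulated with EC80 TSH (4nM final) for 2 hours at 37 deg C. cAMP measured by competitive HTRF: anti-cAMP cryptate antibody in lysis buffer plus cAMP-d2, read after 30 minutes at room temperature.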
# MBNL1 CUG block – MBNL1-poly(CUG) RNA binding inhibition; Q9NR56; TR-FRET MBNL1-His/biotin-(CUG)12 binding, 665/545 ratio; Potency, µM (titrated, usually from 57.5 µM), for the others: at the highest dose activity change, negative = inhibition, usual class: inhibitors; 0.036% of 280,000 active; active means well fitted inhibition curve with a large enough effect in the signal ratio, with a control signal flat, not every such curve was filed as active; inconclusive means small, poorly fitted or top-dose-only effect, or effect the other way, or a change in a side signal; inactive means no such curve, though single readings can be large or run the other way; the % refers to the signal ratio; further: potency means the concentration at half of the fitted maximal effect; on the % scale 0 is the no-effect control and ±100 the full control effect
#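 Compound titration spanned 92 nM–58 uM against the MBNL1-His/biotin-(CUG)12 complex. After 60 min at room temperature with 5 nM streptavidin-XL665 and 0.055 ng/ul terbium anti-His, ratiometric 665/545 nm emission (Ex 340 nm) normalized to controls.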
# Eya2 inh – blocks the phosphatase activity of human Eya2. O00167. AID 488837. recombinant Eya2, OMFP fluorescence dephosphorylation (OMFP is methylfluorescein phosphate). 0.006% of 330,000 active. Potency, µM (titrated, usually from 76.9 µM), inactives show top-dose activity, negative = inhibition, actives largely listed as inhibitors; further: potency means the concentration at half of the fitted maximal effect; on the % scale 0 is the no-effect control and ±100 the full control effect
#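 Eya2 protein (added as 0.2 uM solution) was preincubated with compound for 10 min at ambient temperature in 50 mM HEPES pH 7.5, 50 mM NaCl, 5 uM MgCl2, 0.05% BSA, 1 mM DTT. OMFP (added at 50 uM) then reacted 10 min; fluorescence read at 485/525 nm.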
# Mito fusion yeast – inhibitors of mitochondrial division or activators of mitochondrial fusion; AID 485298; Potency, µM (top dose mostly 46.1 µM), for the others: top-dose growth rescue (activation), usual class: activators; 0.23% of 320,000 active; S. cerevisiae fusion-defective mutant growth rescue, CellTiterGlo 48 h;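 further: potency means the concentration at half of the fitted maximal effect; % of control where 0% means no effect; nearly all actives have a fitted effect of over 45% in size; temperature-sensitive fusion mutants such as fzo1-1 at 37 °C on non-fermentable ethanol glycerol medium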
#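 Luminescent cell viability in 1536-well qHTS format served as the measure of rescued growth in ts fusion-mutant S. cerevisiae cultured on non-fermentable YPEG for 48 hours at 37C.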
# PKM2 activator – PKM2 (human) enzyme activation. P14618. purified PKM2, Kinase-Glo ATP luminescence, activation; response scale: 0% is enzyme alone, no compound. Potency, µM (doses to about 57.5 µM), without a hit: at the top dose activation, most hits filed as activators. 0.34% of 260,000 active. AID 1631; further: potency means the concentration at half of the fitted maximal effect; on the % scale 0 is the no-effect control and ±100 the full control effect; nearly all actives have a fitted effect of over 55% in size
# Target sequence (P14618 whole entry, looked up): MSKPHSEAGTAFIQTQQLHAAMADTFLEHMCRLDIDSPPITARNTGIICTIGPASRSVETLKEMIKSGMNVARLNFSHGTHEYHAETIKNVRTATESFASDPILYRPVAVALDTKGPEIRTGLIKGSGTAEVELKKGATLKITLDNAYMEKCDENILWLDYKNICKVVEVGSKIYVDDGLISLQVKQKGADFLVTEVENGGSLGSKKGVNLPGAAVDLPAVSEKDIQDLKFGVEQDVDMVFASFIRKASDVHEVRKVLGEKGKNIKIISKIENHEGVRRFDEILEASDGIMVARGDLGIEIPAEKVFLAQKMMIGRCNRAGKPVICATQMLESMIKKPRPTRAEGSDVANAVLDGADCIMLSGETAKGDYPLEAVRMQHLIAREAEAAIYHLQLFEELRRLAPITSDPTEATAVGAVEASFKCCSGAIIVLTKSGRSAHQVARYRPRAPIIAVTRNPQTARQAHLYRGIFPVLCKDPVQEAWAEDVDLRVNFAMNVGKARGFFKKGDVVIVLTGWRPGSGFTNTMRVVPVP
#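 Purified hPK-M2 (>95% pure) converted ADP (0.1 mM final) to ATP with 0.5 mM PEP in 50 mM imidazole pH7.2, KCl, MgCl2, Tween 20, BSA; 1 h at room temperature. ATP detected by Kinase-Glo luminescence.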
# The depositor's hits bear a star; ? = inconclusive; nt = not tested or not shown; [ ] = remark or other dose. Unless noted, the call rests on the fitted dose curve; in most records, active means well fitted curve in the direction sought with a large enough effect; inconclusive means small, poorly fitted or top-dose-only effect, or another doubt; inactive means no such curve, though single readings can be large; an effect the other way counts as inactive or inconclusive. Some of the compounds tested; rates above refer to the full screens.
SMILES,GALK inh,USP2a block,Menin MLL FP TR,ASM inhibitor,hERG WT inh,Chronic BCR inh,TSHR antag,MBNL1 CUG block,Eya2 inh,Mito fusion yeast,PKM2 activator
O=C(NC1CCCC1)c1ccc(CSc2nc3ccncc3n2Cc2ccc(F)cc2)cc1,nt,2.3%,1.8%,-2.2%,3.7,-4.2%,0.3,-18.4%,-2.5%,-1.2%,-1.4%
Cc1ccc(S(=O)(=O)/N=c2\scc(C)n2C)cc1,nt,0.7%,nt,-10.3%,4.1,6.7%,38.1,nt,5.5%,17.0%,nt
OC1(c2ccccc2Cl)NN=C2CCCCCN21 (stereo not drawn),4.6%,2.2%,-8.5%,1.2%,0.4,-0.9%,0.4,-4.6%,-3.9%,8.5%,10.7%
C[C@@]12C(=O)N(c3cccc(F)c3)C(=O)N1[C@H](c1ccc(Cl)cc1)[C@@H]1C(=O)N(C3CCCCC3)C(=O)[C@@H]12,nt,0.8%,nt,-12.9%,-0.4,?,-1.7,nt,-6.8%,10.4%,nt
CCOCC(=O)Nc1ccc(S(=O)(=O)NCC2CCCO2)cc1 (stereo not drawn),5.2%,-0.3%,12.4%,3.4%,-6.3,-1.5%,6.7,-4.8%,-10.2%,0.3%,0.3%
CC(=O)N(CN1C(=O)c2ccccc2C1=O)c1ccccc1,4.1%,1.3%,1.7%,-1.3%,1.1,-0.1%,-13.2,13.5%,0.6%,2.1%,-3.2%
O=C(O)c1cscn1,1.5%,-6.0%,-10.3%,3.7%,-0.8,0.0%,10.5,-3.3%,17.9%,0.9%,5.1%
COc1ccc(NC(=O)c2ccc(S(=O)(=O)N3CCCCC3)cc2)c(OC)c1,7.2%,-1.6%,9.6%,-1.3%,-6.4,-1.0%,-3.1,0.2%,-11.8%,-7.5%,9.2%
FC(F)(F)c1nc2nncn2c2c1CCCCC2,-0.4%,-0.6%,23.3%,3.0%,14.0,5.8%,-7.2,10.3%,-13.5%,-3.3%,3.9%
CC(Sc1n[nH]c(N)n1)C(=O)Nc1ccccc1-c1ccccc1 (stereo not drawn),-1.3%,-1.4%,-8.4%,2.7%,nt,-12.3%,-7.4,-5.5%,-1.0%,20.8%,-0.7%
O=C(CNS(=O)(=O)c1ccc(Br)s1)NCC1COc2ccccc2O1 (stereo not drawn),1.8%,0.4%,5.7%,-0.9%,-13.1,-9.3%,-6.8,-7.3%,-10.3%,-12.0%,0.5%
COCCNS(=O)(=O)c1ccc(Cl)c(C(=O)NC2CCN(Cc3ccccc3)CC2)c1,0.4%,3.5%,23.4%,0.0%,2.5,5.1%,8.0,-12.7%,4.9%,7.2%,3.6%
Cc1cc(=O)oc2c3c(cc(OCC(=O)NC4CC4)c12)OC(C)(C)CC3,nt,4.4%,-27.6%,29.1%,10.3,-13.0%,-6.8,1.8%,5.1%,3.8%,-0.9%
O=C(CSc1nnc(-c2ccccc2)o1)NC1CC1,nt,1.6%,nt,3.2%,-2.7,-1.8%,7.2,nt,-17.3%,-2.0%,nt
N#CCCn1nc(-c2ccccc2)cc1-n1c(C(F)(F)F)nc2ccccc21,1.2%,-8.7%,-11.3%,-9.3%,0.6,?,-4.8,-10.1%,-7.1%,8.3%,9.1%
Nc1ccc2nc(-c3ccccc3)c(-c3ccccc3)nc2c1,-0.2%,-3.4%,nt,32.7%[activator],-3.2,0.3%,13.2,16.9%,1.8%,3.4%,nt
CC(C)CN(C(=O)CSc1nn(-c2ccc(Cl)cc2)c(=S)s1)C1CCS(=O)(=O)C1 (stereo not drawn),nt,-8.6%,-11.8%,-10.4%,25.0,?,18.1,-7.7%,5.0%,-0.3%,-17.6%
CN(Cc1cccc(F)c1)C(=O)CN1C(=O)NC2(CCc3ccccc32)C1=O (stereo not drawn),nt,0.8%,nt,-0.2%,8.8,-0.6%,12.2,nt,18.9%,-6.3%,nt
Cc1cc(N(C)NC(=S)Nc2ccccc2)nc(C)n1,-2.0%,2.9%,6.2%,8.4%,2.8,6.5%,-3.4,-10.6%,0.1%,-1.2%,4.3%
COc1cc(/C=N\NC(=O)C2C(=O)NCC2c2ccccc2)cc(OC)c1O (stereo not drawn),-1.5%,5.2%,9.8%,218.4%[activator],-2.4,-6.7%,-3.5,22.0%,1.7%,1.9%,2.8%
O=c1oc(-c2ccccc2)cc(Cl)c1Cl,-9.4%,5.0%,80.6%[activator],22.3%,-1.2,?,-37.5,?,-6.2%,-58.5%[inhibitor],nt
CN(Cc1ccc(F)cc1)C(=O)c1cccc(S(=O)(=O)NCc2ccccc2)c1,nt,-0.6%,nt,-8.4%,-10.0,?,-6.4,nt,-11.1%,18.5%,nt
COc1ccc(OC)c2sc(N3CCCCC3)nc12,-3.0%,-0.5%,-0.1%,-2.6%,-1.5,?,0.2,-6.7%,-4.0%,0.3%,5.1%
CCOC(=O)c1ccc(NC(=O)CSc2nc3c(c(=O)n2C)SC(C)C3)cc1 (stereo not drawn),1.7%,-1.3%,13.7%,-7.9%,4.5,?,-4.2,4.6%,-3.8%,-9.4%,-7.3%
COc1cc(NC(=O)CCCNC(=O)c2ccc(Cl)cc2)cc(OC)c1,2.4%,-1.6%,16.8%,3.2%,1.8,?,4.4,-5.5%,-0.4%,-4.7%,nt
CC(C)NC(=O)c1ccccc1-c1nc(-c2ccccc2Cl)no1,3.7%,3.4%,-8.1%,-2.6%,1.5,0.6%,-1.4,-8.2%,2.3%,3.6%,-13.3%
O=C(NCCCN1CCCC1=O)c1ccc(S(=O)(=O)Nc2cccc(C(F)(F)F)c2)cc1,nt,-1.7%,nt,-4.7%,-10.4,-3.1%,-1.0,nt,21.3%,-4.2%,nt
CC(C)N(C(=O)N1CCN(c2ccnc3cc(Cl)ccc23)CC1)C(C)C,6.2%,-0.4%,?,1.3%,0.3,-2.7%,-11.7,4.9%,-7.7%,-37.0%[inhibitor],nt
Cc1ccc(NC(=O)C2CC(=O)n3c(nc4ccccc43)N2)cc1C (stereo not drawn),-2.4%,2.8%,nt,-1.2%,-17.5,0.5%,5.4,-11.2%,-4.6%,-0.6%,-4.8%
Cc1cc(C)c2cccc(N)c2n1,8.3%,0.9%,0.5%,4.8%,6.2,-13.0%,-5.1,6.3%,-1.9%,-1.6%,-2.0%
CC1=C(C(=O)Nc2ccccn2)C(c2ccc(Br)cc2)NC(=S)N1 (stereo not drawn),nt,0.5%,10.8%,-3.6%,-6.4,?,-1.0,5.6%[11.5 µM],1.9%,-0.6%,-1.0%
O=C(N[C@@H]1c2ccccc2CC[C@@H]1OCc1ccccc1)c1ccc(C(F)(F)F)cc1,nt,2.5%,nt,-0.7%,2.8,0.0%,-3.0,nt,0.3%,nt,nt
COCCNC(=O)C(=O)NCC1OCCCN1S(=O)(=O)c1cccs1 (stereo not drawn),-2.2%,2.7%,-9.0%,4.0%,-4.9,1.5%,8.8,-0.7%,3.2%,2.4%,-13.3%
CC1c2cc3c(cc2CCN1S(=O)(=O)c1ccccc1)OCCCO3 (stereo not drawn),8.4%,1.1%,1.4%,-4.3%,-5.9,1.4%,7.5,1.9%,0.4%,-6.7%,4.5%[0.46 µM]
CCc1nnc2c(N(C)C)nc3ccccc3n12,3.4%,2.8%,-0.2%,2.5%,-5.8,5.4%,-4.3,8.0%,10.2%,0.2%,1.3%
COC(=O)c1sc(S(=O)(=O)Oc2ccccc2NC(C)=O)c(C(=O)OC)c1C,nt,-1.2%,nt,1.3%,4.9,-12.9%,2.1,nt,5.3%,2.9%,nt
CC(C)(C)OC(=O)NCCCC[C@H](NC(=O)c1[nH]cnc1C(=O)N[C@@H](Cc1ccccc1)C(=O)OCc1ccccc1)C(=O)OC(C)(C)C,nt,-7.5%,nt,-7.4%,24.4,-2.4%,-2.5,nt,-15.8%,nt,nt
Cc1nn(-c2ccccc2)c(C)c1-c1cc(C(=O)N/N=C/c2ccc(O)cc2)[nH]n1,-5.6%,-1.9%,nt,-0.9%,-2.5,?,-14.4,nt,-13.8%,1.2%,0.6%
Cc1ccccc1N1CN(Cc2ccco2)CNC1=S,0.5%,5.8%,7.0%,4.1%,6.9,-0.6%,10.9,-1.4%,3.0%,-4.9%,0.3%
O=C(Nc1ccc(F)cc1)NC1CCCCCCC1,7.0%,-0.3%,10.7%,0.4%,3.1,-5.0%,-9.7,-9.6%,0.5%,-4.7%,-4.7%
